# Vif inh: inhibitors of HIV Vif | hit rate 0.35% among 340,000 | AID 602346 | inhibition, % at 7.49 µM | HEK293T cells, Vif self-association by quenched fluorescence, imaging, 24 h; in the data active = inhibition above about 50%, passing the limit was not always enough; inconclusive = no clear call, values can overlap the other calls; inactive = below about 31%; note: some results filed as inactive read as strong as hits
# Peg3 prom inh: Peg3 promoter activity inhibition | hit rate 1.7% among 360,000 | HeLa PEG-Prom luciferase reporter, luminescence, overnight | inhibition, % at 20 µM;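 active = inhibition of at least 50% at 20 µM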
# CaV13 ICDI inh: Primary screen for inhibitors of IQ motif and Ca2+-dependent inactivation inhibitor domain binding in CACNA1D, Förster resonance energy transfer in living cells, …. HEK cells, CFP/YFP FRET ICDI-IQ, plate reader, 10 min; percent FRET-ratio fall versus neutral wells. inhibition, % at 12.3 µM. hit rate 0.098% among 340,000;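 active = mean replicate inhibition of at least 30% and at least 1% of replicates passing that level; inconclusive = only one of the two criteria is met; inactive = neither criterion is met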;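 note: 0% = median of the neutral control wells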
# hiPSC survival: hiPSC single-cell survival enhancement; survival enhancement, % at 20 µM; AID 602274; hit rate 0.044% among 360,000; ATPlite luminescence; 100% = ROCK inhibitor wells, 0% = DMSO; in the data active = survival enhancement above about 18%;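 note: cells exposed to compounds for 16 hours before the ATP read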
# NR2E3 ag-1: activates human photoreceptor nuclear receptor NR2E3 | Q9Y5X4 | GST-NR2E3/biotin-RetCOR TR-FRET, 1536-well | inhibition of corepressor binding, % at 4.78 µM | hit rate 0.12% among 320,000 | AID 2300;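 active = percent inhibition above the cutoff of mean plus 3 SD of all tested compounds, set per screening campaign, cut at about 20% in these data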;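 note: 0% = DMSO wells and 100% = biotin wells as full block of FRET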
# Target sequence (Q9Y5X4 whole entry, looked up): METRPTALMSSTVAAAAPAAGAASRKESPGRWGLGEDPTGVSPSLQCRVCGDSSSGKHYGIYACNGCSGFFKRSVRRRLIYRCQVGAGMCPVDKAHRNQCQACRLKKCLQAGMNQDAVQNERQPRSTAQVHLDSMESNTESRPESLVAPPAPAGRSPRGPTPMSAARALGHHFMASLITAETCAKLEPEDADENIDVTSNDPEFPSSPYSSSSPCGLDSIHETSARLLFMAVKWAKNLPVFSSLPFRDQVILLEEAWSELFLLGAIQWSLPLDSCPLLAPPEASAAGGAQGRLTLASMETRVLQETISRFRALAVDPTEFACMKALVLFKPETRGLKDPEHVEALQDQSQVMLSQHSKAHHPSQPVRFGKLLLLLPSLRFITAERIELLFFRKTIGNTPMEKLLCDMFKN
#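 system = GST-tagged NR2E3 plus biotinylated RetCOR corepressor | input = 1.35 nM GST-NR2E3 | also added = 7 nM biotin-RetCOR | schedule = 5 h incubation at 4 °C | measured by = TR-FRET with europium anti-GST and streptavidin-D2, 340 nm excitation | read-out = percent loss of FRET ratio relative to control wells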
# TRPM1 prom inh: MITF TRPM1 promoter inhibition in SK-MEL-5 cells; inhibition, % at 12.5 µM; hit rate 0.83% among 330,000; SK-MEL-5 TRPM1 promoter luciferase, 24 h;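 active = mean inhibition across replicates of 60% or more, whatever share of single replicates reaches that level; inconclusive = some that reach 60%, reason not given; inactive = mean inhibition across replicates below 60%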; note: values of inactives mirror those of a sister screen read the other way
# PDI turbidity: PDI (human) enzyme inhibition; P07237; PDI insulin aggregation turbidity, A650, 90 min; AID 588391; inhibition, % at 10 µM; hit rate 0.052% among 350,000;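 active = mean inhibition across replicates of 30% or more, whatever share of single replicates reach that level; inconclusive = mean inhibition below 30% while every single replicate reaches 30%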;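 note: absorbance from insulin aggregation driven by PDI reduction with DTT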
# Target sequence (P07237 whole entry, looked up): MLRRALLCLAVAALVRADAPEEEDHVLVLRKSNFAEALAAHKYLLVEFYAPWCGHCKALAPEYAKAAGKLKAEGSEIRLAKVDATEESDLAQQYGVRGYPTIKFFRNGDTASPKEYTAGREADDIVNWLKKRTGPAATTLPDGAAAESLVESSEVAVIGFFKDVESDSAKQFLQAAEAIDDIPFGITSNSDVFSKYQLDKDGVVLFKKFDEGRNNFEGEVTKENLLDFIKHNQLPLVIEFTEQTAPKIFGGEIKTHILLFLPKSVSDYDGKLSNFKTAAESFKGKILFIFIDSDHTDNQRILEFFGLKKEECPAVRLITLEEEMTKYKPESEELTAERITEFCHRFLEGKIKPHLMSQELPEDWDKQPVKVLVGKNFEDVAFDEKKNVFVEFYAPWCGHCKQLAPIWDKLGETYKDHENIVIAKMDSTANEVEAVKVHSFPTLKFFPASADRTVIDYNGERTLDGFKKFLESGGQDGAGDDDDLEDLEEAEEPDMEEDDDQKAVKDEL
# NR2E3 ag-2: human photoreceptor-specific nuclear receptor agonism. Q9Y5X4. CHO-S Gal4-NCOR/VP16-NR2E3 two-hybrid, luciferase. inhibition of corepressor binding, % at 3.98 µM. hit rate 0.35% among 360,000. AID 602229;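 active = inhibition above the mean of all tested compounds plus 3 SD, cut at about 70% in these data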;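 note: 0% = DMSO with NR2E3 transfected cells and 100% = cells lacking NR2E3 construct; higher means lower luciferase signal from less NR2E3 corepressor binding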
# Exocytosis inh: blocks lytic granule exocytosis. TALL-104 LAMP-1 surface exposure, flow cytometry; cells stimulated with thapsigargin and PMA. inhibition, % at 10 µM. hit rate 0.66% among 360,000;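 active = inhibition above about 55%, limit read from the data; inconclusive = no clear call, values can overlap the other calls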
# aDG glyco up: increases alpha dystroglycan glycosylation. AID 624168. Pro5-aDG cells, alpha-DG glycosylation AlphaScreen (IIH6); 0% Pro5, 100% B10-LARGE cell signal. hit rate 0.22% among 360,000. activation, % at 10 µM;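 active = activation of at least 8% versus controls, or a plate z-score of at least 8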;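 note: Pro5 are CHO cells carrying HIG-tagged alpha-DG that lacks glycosylation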
# HIF-2a block: inhibitors of HIF-2a; 786-0 RCC cells HIF-2a reporter, luciferase luminescence, overnight; inhibition, % at 18.8 µM; hit rate 0.72% among 360,000; AID 624352;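 active = inhibition of the luminescence signal of 40% or more relative to plate controls, in a single-dose primary screen at 18.75 µM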
# The depositor's hits bear a star; ? = inconclusive; / = not tested or not shown.
SMILES,Vif inh,Peg3 prom inh,CaV13 ICDI inh,hiPSC survival,NR2E3 ag-1,TRPM1 prom inh,PDI turbidity,NR2E3 ag-2,Exocytosis inh,aDG glyco up,HIF-2a block
CCN(CC)C(=O)[C@H]1C[C@H](CC(=O)NCc2ccco2)C(=O)N2CCc3c([nH]c4cc(CCC(=O)N(C)C)ccc34)[C@]12C,-7,-1,-6,0.4,/,-9,-13,-18,-2,0.0,-1
COc1ccccc1NS(=O)(=O)c1ccc(C)c(C(=O)NCC2(N(C)C)CCCCC2)c1,27,-16,-5,-2.3,0,-1,?,3,1,0.0,-1
CCCC[C@@H]1C=C(C(=O)O)[C@H](c2ccc(CC)cc2)N1S(=O)(=O)c1ccc(C)cc1,0,-6,-6,-1.0,/,-8,-1,-11,0,-0.1,6
O=C(CN1CC(c2ccccc2)CC1=O)N/N=C/c1cc(Br)ccc1O (stereo not given),-7,46,-15,-1.2,-1,10,-4,-10,-5,0.9,27
COc1cc(/C=N/NC(=O)Cc2ccccc2)cc(OC)c1OC,-3,17,-20,1.7,3,4,1,-21,-12,0.1,1
COc1cc(NC(=O)c2c(-c3ccccc3Cl)noc2C)c2ncccc2c1,/,21,-7,0.0,2,4,1,-29,82*,-0.1,18
CC1=CC(C)(C)N(C(=O)CSc2nnc(-c3ccccc3)o2)c2ccc(C)cc21,-4,31,-7,2.6,0,4,-6,2,-4,-0.1,21
Cc1cc(C)c(C#N)c(Oc2ccc(O)cc2)n1,-2,4,-5,0.7,7,/,1,-20,2,-0.2,13
CCc1nc(SCC(=O)c2cccc([N+](=O)[O-])c2)n[nH]1,-3,-12,-19,0.0,-2,4,-5,-21,-1,-0.2,-6
CCOC(=O)CNC(=S)N(Cc1cccs1)C1CCCC1,14,12,-1,1.7,2,2,7,-12,-5,0.0,7
O=C(CNS(=O)(=O)c1ccc(Br)s1)NCc1ccc2c(c1)OCO2,1,16,-7,3.0,0,4,3,-6,-2,-0.1,-6
COc1cc2nc(C3CCC3)n(NC(=O)C3CCC3)c(=O)c2cc1OC,-3,13,-4,3.6,-1,9,2,-5,0,-0.1,-2
COCc1cccc(NC(=O)Cc2cccc3ccccc23)c1,-13,-4,4,-1.3,9,13,0,13,-2,0.2,-22
CCCCn1c(N)c(N(Cc2ccccc2OC)C(=O)COc2ccc(C)cc2)c(=O)[nH]c1=O,-3,-2,-2,-0.3,-3,11,4,-29,0,0.0,19
Cc1ccc(Cn2cnc3c(cnn3C(C)(C)C)c2=O)cc1,-16,24,3,-1.5,-1,17,9,-14,0,0.6,6
O=C(CN1c2cccc3cccc(c23)S1(=O)=O)NCCc1ccc(F)cc1,-16,7,-2,6.2,/,-1,13,-5,8,-0.1,8
O=C(NCc1ccc2c(c1)OCO2)C1CCN(c2nccc(C(F)(F)F)n2)CC1,0,0,0,-0.4,1,-2,7,-29,2,0.0,25
OC(c1ccc(CN2CCCCC2)cc1)c1ncc(-c2ccccc2F)[nH]1 (stereo not given),-13,-25,-7,0.5,/,/,1,2,-1,-0.1,-6
COc1cc(NC(=O)Cc2ccccc2OC)cc(OC)c1,-1,-4,-4,0.1,0,7,-5,-20,0,0.1,11
Cc1ccc(C)n1-c1ccc(C(=O)NN=C2CCCC2)cc1,3,1,-4,-0.5,2,8,-5,-10,-5,-0.1,-1

# Laid out differently: three of the compounds above
structure	Vif inh	Peg3 prom inh	CaV13 ICDI inh	hiPSC survival	NR2E3 ag-1	TRPM1 prom inh	PDI turbidity	NR2E3 ag-2	Exocytosis inh	aDG glyco up	HIF-2a block
CCc1nc(SCC(=O)c2cccc([N+](=O)[O-])c2)n[nH]1	-3	-12	-19	0.0	-2	4	-5	-21	-1	-0.2	-6
CCOC(=O)CNC(=S)N(Cc1cccs1)C1CCCC1	14	12	-1	1.7	2	2	7	-12	-5	0.0	7
O=C(CNS(=O)(=O)c1ccc(Br)s1)NCc1ccc2c(c1)OCO2	1	16	-7	3.0	0	4	3	-6	-2	-0.1	-6

# Later entries.
SMILES,Vif inh,Peg3 prom inh,CaV13 ICDI inh,hiPSC survival,NR2E3 ag-1,TRPM1 prom inh,PDI turbidity,NR2E3 ag-2,Exocytosis inh,aDG glyco up,HIF-2a block
CCN(CC(=O)Nc1ccc2c(c1)OCCO2)C(=O)C1CC(=O)N(c2ccc(OC)cc2OC)C1 (stereo not given),/,14,-6,-0.4,-5,-8,-5,-9,-4,0.1,16
CCCOc1ccc(C(=O)Nc2c[nH]c(=O)[nH]c2=O)cc1,-2,-29,-3,0.4,-2,-1,-2,-19,-2,-0.2,-31
COc1ccc(/C=C2/SC(=O)N(CCCCCC(=O)Nc3ccccc3C(=O)O)C2=S)cc1,6,36,-3,-0.3,3,44,-23,2,12,0.0,84*
CCOc1ccc(CCNC(=O)C2CCN(S(=O)(=O)N3CCCCC3)CC2)cc1OCC,-6,6,-5,-0.4,-3,3,1,-28,2,0.0,-7
COc1ccccc1C(=O)Nc1nnc(SCC(=O)NCC2CCCO2)s1 (stereo not given),-9,-216,-5,0.3,2,-83,-3,-80,20,-0.1,-158
O=C(N/N=C/c1cc2ccccc2nc1Cl)/C(=C/c1cccs1)NC(=O)c1ccccc1,0,66*,-8,-0.6,-2,10,-1,-20,1,-0.1,18
N=c1oc2cc(O)ccc2cc1C(=O)Nc1nc2ccccc2s1,3,-250,81*,-1.8,5,-29,2,-43,-3,-0.2,-202
Cc1ccc(OCC(=O)N/N=C/C=C/c2ccco2)c(Br)c1,-2,-27,-12,0.1,/,-2,8,-27,5,0.2,-17
CC(C)c1ccc(NC(=O)C2(C)Cc3c(-c4cccc(C(F)(F)F)c4)ccnc3O2)cc1 (stereo not given),-5,21,-5,3.5,/,/,1,-13,6,-0.2,20
Cc1cccc(-c2ncc(CN3CCN(CCC(C)C)C(CCO)C3)cn2)c1 (stereo not given),8,-13,-4,-0.3,5,0,-2,-4,7,0.0,-24
COc1ccc2oc(C(=O)NCC(c3ccco3)N(C)C)c(C)c2c1 (stereo not given),-6,-169,-13,0.7,-3,-33,-7,-32,-1,0.1,-123
CNC(=O)C1CC(=O)N(c2ccc(OCC(=O)Nc3ccccc3C)cc2)C1 (stereo not given),-2,-61,-5,-0.3,/,-26,-3,-5,-4,0.2,-65
Cc1nn(C)c(C)c1S(=O)(=O)N1CCC(C(=O)Nc2ccc3c(c2)OCCO3)CC1,14,-54,-2,-0.9,1,15,/,0,0,-0.2,-8
CC(C)(C)C(=O)Nc1nnc(CC(=O)NCc2ccccc2)s1,2,12,-5,1.0,-1,6,0,7,-2,0.6,9
CCCCCCOC(=O)CCn1[nH]c(=O)c2ccccc2c1=O,5,5,-3,1.4,-1,6,2,2,3,0.5,7
CN(C)[C@@H]1CCC[C@H]1OC(=O)C(c1ccccc1)c1ccccc1,3,-18,-3,4.4,2,-11,4,-19,5,0.0,14
CCN(CC)C(=O)c1cn(-c2cccc(OC)c2)c(=O)c2ccccc12,-16,1,-4,-0.3,1,5,-1,-6,4,0.0,16
Cc1cc(C)n2nc(C(=O)Nc3ccn(Cc4ccccc4C)n3)cc2n1,-1,-3,-4,-0.2,0,-6,0,-10,-4,-0.2,-10
O=C(COC(=O)c1c(F)cccc1F)Nc1ccccc1OC(F)F,51*,-6,-3,1.2,2,2,-2,-15,2,0.0,5
CC(Sc1nnc(COc2ccc([N+](=O)[O-])cc2)n1-c1ccccc1)C(=O)O (stereo not given),18,18,/,6.6,5,2,-3,-14,2,-0.2,13
Cn1c(CCC(N)=O)nnc1SCC(=O)Nc1cc(S(=O)(=O)N2CCCC2)ccc1Cl,-3,3,-6,0.1,/,-5,-5,-1,3,-0.1,3
CC(C)(C)OC(=O)N1CCCN(C(c2cc3ccccc3o2)c2nnnn2C(C)(C)C)CC1 (stereo not given),/,/,-6,-0.2,/,/,/,-34,7,-0.1,-8
COC(=O)/C=C1/SC(=NC(=O)c2ccc(OC)cc2)NC1=O,-3,-11,-5,-0.5,0,4,9,-7,-7,-0.1,-14
CCc1c(C#N)c(SCCC(=O)Nc2ccc(F)cc2)nc2c1C(=O)CC(C)(C)C2,35,18,-5,-0.6,6,-9,-3,-13,-3,0.0,-14
Cc1cccc2c(SCC(=O)NCC3CCCO3)nc(-c3ccc(F)cc3)nc12 (stereo not given),1,11,-8,-1.0,3,-7,-9,18,-5,0.0,1
C[C@H]1Cn2cnc(C(=O)Nc3ccccc3)c2C(=O)N1,-13,-6,-8,-1.7,/,/,-9,-10,-7,0.0,-5
COc1ccc(S(=O)(=O)NCCc2ccncc2)cc1,-4,10,-22,-0.5,0,2,16,-4,-2,-0.1,17
O=S(=O)(c1cccs1)N1CCN(c2ccc(Cl)cc2)CC1,7,0,-3,-0.1,2,-2,1,-24,9,0.0,-36
COc1ccc2[nH]c(=O)c(CN(CCN3CCCC3)C(=O)Nc3ccccc3Cl)cc2c1,-7,-8,-4,4.5,-1,-23,0,-17,0,-0.1,6
CCn1c(C)nc2cc(C(=O)NNC(=S)Nc3ccccc3)ccc21,1,-209,-4,-1.8,1,-17,-1,-28,0,-0.3,-89
Cc1cc2oc(=O)cc(CN3CCCCC3)c2cc1O,-1,-43,-4,-0.2,-1,-10,-6,-6,-5,-0.1,-9
O=C(N/N=C/c1sc2ccccc2c1O)c1cccc2ccccc12,/,39,-10,1.8,-7,44,-53,-40,2,1.0,-61
COc1ccc(/C=C/C(=O)NC(=S)Nc2ccc(S(=O)(=O)Nc3cc(C)on3)cc2)cc1,13,2,-3,1.8,1,-9,-3,14,34,-0.1,3
NS(=O)(=O)c1ccc(NC(=S)N2CCc3ccccc32)cc1,-3,-8,-2,0.0,0,7,-2,0,0,0.0,-2
COc1ccc(C)cc1NC(=O)C1CCCN(S(=O)(=O)c2ccc3[nH]c(=O)ccc3c2)C1 (stereo not given),5,5,-2,-0.3,2,3,-6,7,3,0.3,2
Cc1ccc(S(=O)(=O)N2CCCN(C(C)c3nc4ccccc4c(=O)[nH]3)CC2)cc1 (stereo not given),-3,12,-3,-0.4,1,-1,-1,-13,-2,0.0,15
CC(=O)Nc1ccc(S(=O)(=O)Nc2nc(C)cc(-n3nc(C)cc3C)n2)cc1,-4,6,-1,-1.2,-1,-8,-6,-7,-3,0.4,16
CNC(=S)NCc1ccc(OC)cc1,8,-1,-2,2.1,-2,11,5,-5,7,0.2,10
O=C(CN1C(=O)/C(=C/c2ccc(C(F)(F)F)cc2)Sc2ccccc21)NCCCN1CCOCC1,-15,7,-7,-0.2,-1,-15,-4,-34,6,0.5,-18
Cc1ccc(CNC(=O)/C=C/c2ccc(Br)o2)cc1,0,9,-4,1.7,-4,2,-4,6,-2,-0.2,-2
CN1CCN(C(=O)c2cc(Cl)ccc2NC(=O)c2ccc(Cl)cc2Cl)CC1,6,9,-3,-0.2,-1,3,-3,-19,4,0.2,4
